PREPL inhibitor: PREPL enzyme inhibitors, primary screen, biochemical, fluorescence polarization; AID 2751, 2010; recombinant PREPL, fluorescence polarization activity-based probe; inhibition, % at 5.96 µM; 0.68% of 320,000 active; Prolyl endopeptidase-like (Homo sapiens), Q4J6C6; in the data active = inhibition above about 43%;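 note: 0% = enzyme with DMSO and 100% = wells lacking enzyme; many of its hits are not listed in these tables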
Target sequence (Q4J6C6 whole entry, looked up): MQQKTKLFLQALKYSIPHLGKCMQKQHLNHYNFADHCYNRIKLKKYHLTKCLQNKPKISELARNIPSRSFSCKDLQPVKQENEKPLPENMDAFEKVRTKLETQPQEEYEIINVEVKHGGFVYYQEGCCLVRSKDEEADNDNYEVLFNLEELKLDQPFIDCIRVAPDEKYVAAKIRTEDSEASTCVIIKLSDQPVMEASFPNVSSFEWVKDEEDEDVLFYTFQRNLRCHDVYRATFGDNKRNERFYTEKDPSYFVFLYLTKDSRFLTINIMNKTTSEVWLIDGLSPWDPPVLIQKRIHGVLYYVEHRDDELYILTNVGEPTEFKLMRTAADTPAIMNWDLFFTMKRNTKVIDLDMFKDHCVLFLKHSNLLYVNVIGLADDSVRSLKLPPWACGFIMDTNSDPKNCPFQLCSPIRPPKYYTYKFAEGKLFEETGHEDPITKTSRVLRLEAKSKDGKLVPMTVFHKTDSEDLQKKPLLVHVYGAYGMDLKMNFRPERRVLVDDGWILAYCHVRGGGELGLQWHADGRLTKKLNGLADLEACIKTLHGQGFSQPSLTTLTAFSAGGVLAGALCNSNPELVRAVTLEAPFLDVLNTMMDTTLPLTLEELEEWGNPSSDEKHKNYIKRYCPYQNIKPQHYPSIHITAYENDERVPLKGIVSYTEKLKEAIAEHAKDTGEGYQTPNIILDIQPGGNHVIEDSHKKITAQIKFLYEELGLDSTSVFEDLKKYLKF
PAFAH2 FP inh: PAFAH2 enzyme inhibitors, primary screen, biochemical, fluorescence polarization, human | Platelet-activating factor acetylhydrolase 2, cytoplasmic (Homo sapiens), Q99487 | recombinant PAFAH2, FP-rhodamine activity probe | inhibition, % at 3.39 µM | 0.99% of 340,000 active;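 active = inhibition above the mean over all tested compounds plus 3 SD, cut at about 30% in these data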;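 note: inhibitors block probe labeling of enzyme so polarization drops; 0% = enzyme with DMSO and 100% = wells lacking PAFAH2 protein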
LYPLA2 counter: LYPLA2 inhibitors, primary screen, counter-screen for PME1 inhibitor project, biochemical, fluorescence polarization, FP-Rh probe ABPP; AID 2177, 2009; Acyl-protein thioesterase 2 (Homo sapiens), O95372; recombinant LYPLA2; 0.38% of 320,000 active; inhibition, % at 5.9 µM;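 active = inhibition above the screen-wide mean plus 3 SD, limit set per campaign, cut at about 26% in these data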;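 note: 0% = LYPLA2 with DMSO and 100% = wells lacking LYPLA2 enzyme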
Target sequence (O95372 whole entry, looked up): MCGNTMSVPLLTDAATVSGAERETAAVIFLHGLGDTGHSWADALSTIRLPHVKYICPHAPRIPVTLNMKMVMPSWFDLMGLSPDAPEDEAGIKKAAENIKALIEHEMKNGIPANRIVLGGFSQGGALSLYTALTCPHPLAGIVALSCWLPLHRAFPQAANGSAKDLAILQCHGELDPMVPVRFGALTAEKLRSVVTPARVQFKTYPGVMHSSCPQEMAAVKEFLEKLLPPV
ZTA counter: ZTA (EBV) inhibition in EBNA-1 counter-screen; ZTA-DNA binding, fluorescence polarization; inhibition, % at 11 µM; 0.15% of 320,000 active; AID 2234; in the data active = inhibition above about 33%
GSTO1 counter: inhibitors of recombinant GSTO1, primary screen, counter-screen for RBBP9 inhibitor project, biochemical, fluorescence polarization. Glutathione S-transferase omega-1 (Homo sapiens), P78417. 1.1% of 300,000 active. inhibition, % at 5.96 µM. activity-based probe fluorescence polarization;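 active = inhibition above the campaign mean inhibition plus 3 SD, cut at about 35% in these data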;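 note: 0% = GSTO1-1 with DMSO and 100% = wells lacking GSTO1-1 enzyme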
LYPLA1 inh: LYPLA1 inhibitors, primary screen, counter-screen for PME1 inhibitor project, biochemical, fluorescence polarization, FP-Rh probe ABPP | Acyl-protein thioesterase 1 (Homo sapiens), O75608 | recombinant LYPLA1 | inhibition, % at 5.9 µM | 0.16% of 320,000 active | AID 2174, 2009;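 active = inhibition above the mean of all tested compounds plus 3 SD, set per campaign, cut at about 14% in these data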;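 note: inhibitors block serine hydrolase probe labeling of LYPLA1 so polarization falls; 0% = enzyme with DMSO and 100% = wells lacking LYPLA1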
PAFAH1B3 inh: PAFAH1B3 enzyme inhibitors, primary screen, biochemical, fluorescence polarization, human. Platelet-activating factor acetylhydrolase IB subunit alpha1 (Homo sapiens), Q15102. 0.28% of 340,000 active. inhibition, % at 3.39 µM. recombinant PAFAH1B3, FP-rhodamine probe;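 active = inhibition above the screen-wide average of all tested compounds plus 3 SD, cut at about 25% in these data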;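 note: 0% = enzyme with DMSO only and 100% = wells lacking PAFAH1B3 protein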
EBNA-1 inh: EBNA-1 DNA-binding inhibitors, primary screen, biochemical, fluorescence polarization | inhibition, % at 14.8 µM | 0.34% of 300,000 active | AID 1950, 2009; in the data active = inhibition above about 28%
PAD4 inh: human PAD4 inhibitors, primary screen, biochemical, fluorescence polarization, 1536-well format. inhibition, % at 6.36 µM. Protein-arginine deiminase type-4 (Homo sapiens), Q9UM07. 0.41% of 330,000 active. AID 485272, 2010. recombinant PAD4, RCA probe fluorescence polarization;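 active = percent inhibition above a cutoff equal to the mean of all tested compounds plus 3 SD, cut at about 15% in these data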;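 note: 0% = PAD4 with RCA probe and DMSO and 100% = probe without PAD4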
Numbers without * were called inactive; nt = not tested or not shown.

SMILES	PREPL inhibitor	PAFAH2 FP inh	LYPLA2 counter	ZTA counter	GSTO1 counter	LYPLA1 inh	PAFAH1B3 inh	EBNA-1 inh	PAD4 inh
COc1ccc(/C=N/NC(=O)c2nnn(-c3nonc3N)c2CN(C)c2ccccc2)cc1	9	-1	-4	-7	2	-8	-4	-4	5
COc1ccc(Cl)cc1C(=O)NNC(=O)CN1C(=O)C2CC=CCC2C1=O (stereo unspecified)	3	6	2	-4	-1	-3	12	-6	-1
NS(=O)(=O)c1ccc(CCNC(=O)CSc2ncnc3ccccc23)cc1	12	-1	1	11	-4	3	4	2	-1
Cc1ccc(SCCNC(=O)C(C)C)cc1	2	2	-3	14	8	-1	8	9	1
COC(=O)c1ccc(CSc2nc3c(c(=O)n2-c2ccc(F)cc2)SCC3)o1	35	5	5	7	4	-2	6	-10	4
NC(=O)C[n+]1ccc(/C=N/O)cc1	23	7	-1	2	2	0	6	-4	-1
Cn1c(SCC(=O)Nc2ccccc2F)nnc1C1CCCCC1	0	-1	-3	15	2	-2	-2	2	-3
N=c1sccn1CC(=O)NCCc1ccc(Cl)cc1Cl	4	6	3	-6	8	5	-1	-5	-4
Cc1cccc(-n2ncc(Cl)c(Cl)c2=O)c1	3	0	9	-8	19	-1	-40	2	5
COc1ccccc1OCCSc1nc2ccccc2n1CC(O)CO (stereo unspecified)	-4	-1	9	-3	-2	1	-3	-2	4

4 entries from above, arranged by number of heavy atoms, smallest number first:
SMILES	PREPL inhibitor	PAFAH2 FP inh	LYPLA2 counter	ZTA counter	GSTO1 counter	LYPLA1 inh	PAFAH1B3 inh	EBNA-1 inh	PAD4 inh
NC(=O)C[n+]1ccc(/C=N/O)cc1	23	7	-1	2	2	0	6	-4	-1
Cn1c(SCC(=O)Nc2ccccc2F)nnc1C1CCCCC1	0	-1	-3	15	2	-2	-2	2	-3
COC(=O)c1ccc(CSc2nc3c(c(=O)n2-c2ccc(F)cc2)SCC3)o1	35	5	5	7	4	-2	6	-10	4
COc1ccc(/C=N/NC(=O)c2nnn(-c3nonc3N)c2CN(C)c2ccccc2)cc1	9	-1	-4	-7	2	-8	-4	-4	5

Other entries follow:
SMILES	PREPL inhibitor	PAFAH2 FP inh	LYPLA2 counter	ZTA counter	GSTO1 counter	LYPLA1 inh	PAFAH1B3 inh	EBNA-1 inh	PAD4 inh
O=C(CCNS(=O)(=O)c1ccccc1)OCC(=O)c1ccc(Br)cc1	1	3	-3	1	9	0	-1	-7	-1
COC(=O)c1cccnc1NC(=S)NNC(=O)c1ccccc1	7	-9	-2	4	8	1	4	11	-4
CC12CCC(C(=O)NCCN3CCCCC3)(CC1=O)C2(C)C (stereo unspecified)	11	2	-3	4	12	-1	-2	6	0
COc1ccc(NC(=O)Cc2cccc3ccccc23)cc1	-1	3	-2	3	1	-2	5	-8	-9
CCCc1nc2sc(C(=O)OCC)c(N)c2c2c1COC(C)(C)C2	4	-5	2	-1	10	3	2	-4	1
Cc1ccc(NC(=O)CSC(C)C(=O)OC(C)C(=O)NC2CCCCC2C)cc1 (stereo unspecified)	12	1	2	-4	nt	-1	8	nt	-2
CCc1ccccc1NC(=O)c1cc(-c2cccc(O)c2)on1	0	-6	-11	-13	2	-9	3	-2	0
CCC(C(=O)Nc1cccnc1)n1c(=O)[nH]c2ccccc2c1=O (stereo unspecified)	-1	0	7	-11	2	5	7	-10	1
COc1cnc(-c2ccccc2)nc1Oc1ccc(Cl)cc1C	1	-1	-4	10	-2	-2	-5	6	-1
COc1cc(/C=N/N=C2/NC(=O)C(Cc3ccccc3)S2)ccc1O (stereo unspecified)	2	14	1	-10	0	-1	2	3	4
O=C(c1cccc([N+](=O)[O-])c1)N1CCN(Cc2ccc3c(c2)OCO3)CC1	15	-2	3	-1	1	3	0	-5	1
CCOC(=O)C(=O)/C(=C\N(C)C)c1onc(-c2ccccc2)c1C(=O)OC	13	3	-4	11	2	3	-1	-5	-8
Cn1cnc2c1c(=O)n(Cc1cccc(Cl)c1)c(=O)n2C	-2	-1	5	-15	-3	0	7	-10	-2
NS(=O)(=O)c1ccc(CCNC(=O)NC23CC4CC(CC(C4)C2)C3)cc1	-1	2	-6	4	2	1	9	-8	-5
O=C1CS/C(=N/N=C/c2cccs2)N1	-7	-4	2	16	3	4	-2	-3	-2
Cc1ccc(N2C(=O)c3ccccc3C2Nc2cccnc2)nc1 (stereo unspecified)	-3	-8	8	11	2	7	-4	8	-5
CCN1CCc2c(sc(NC(=O)c3ccc(S(=O)(=O)N(CC)c4ccccc4)cc3)c2C(N)=O)C1	18	-1	3	-12	-5	-1	14	3	4
COc1ccc(C)cc1N(C(=O)Cn1nnc(-c2ccc(C)o2)n1)C(C(=O)NC1CCCC1)c1ccncc1 (stereo unspecified)	5	-4	-3	11	-2	-3	9	4	-1
O=C(Nc1nccs1)c1cn(-c2ccccc2)nc1-c1ccncc1	0	12	-5	3	-5	-5	-1	-4	-4
Cc1cc(C(=O)NCc2cccs2)n(-c2ccccc2)n1	0	0	-3	8	6	-1	0	8	0
C/C(=N\NC(=O)c1ccoc1C)c1ccc(Br)s1	3	-3	-3	-4	2	-3	10	6	2
O=C(NC1CCCCC1)C(c1cccs1)N(Cc1cccs1)C(=O)c1ccco1 (stereo unspecified)	-6	-10	-20	2	3	-7	2	-8	-8
COc1ccc(C(=O)N2CCOC2CNC(=O)C(=O)NCc2ccco2)cc1 (stereo unspecified)	2	-12	6	10	4	7	-1	-9	-7
CCn1c(SCc2c(Cl)cccc2Cl)nc2nc3c(cc2c1=O)CCCC3	-10	-3	-2	12	0	-2	0	8	1
COc1ccc(NC(=O)c2cc(-c3ccccc3)nc3c2c(C)nn3-c2ccccc2)c(OC)c1	3	-7	-7	-17	2	-3	-4	3	-1
Cc1cc(NC(=O)CSc2nnc(-c3ccco3)n2Cc2ccccc2)no1	0	-1	2	-4	3	0	-3	8	2
Cc1ccc(-c2nn(C)c(=O)c3ccccc23)cc1S(=O)(=O)NCCO	24	-9	11	-3	0	0	4	9	3
CCOC(=O)c1c(OCC)[nH]c2ccc(O)cc12	7	-4	9	-17	1	1	8	-23	-1
Cc1oc(-c2cccc(F)c2)nc1CN1CCCCC1CCn1cccn1 (stereo unspecified)	16	-5	7	-4	2	2	3	12	1
CC(C)[C@H](N)c1nnc2n1N=C(c1ccc(Cl)cc1)CS2	4	-11	6	-1	0	-3	7	-10	6
O=C(CCN1C(=O)C2CC=CCC2C1=O)Nc1ccccc1Cl (stereo unspecified)	3	-6	-1	12	1	-2	-2	7	0
CCOC(=O)N1CCN(Cc2nc3c(c(=O)n(C)c(=O)n3C)n2Cc2cccc(C)c2)CC1	13	11	10	10	3	0	4	-5	1
Cc1ccc(CCNC(=O)C2CCCN(S(=O)(=O)c3c(C)nn(C)c3C)C2)cc1 (stereo unspecified)	5	-2	4	-17	2	-1	10	8	-2
CC1(C)CC(=O)c2cnc(NC(=O)CSc3nc4ccccc4o3)nc2C1	15	8	-1	7	4	2	5	-6	0
COCCN1Cc2cccc(C(=O)NCc3ccccn3)c2C1=O	-1	4	7	13	6	-2	-4	1	2
COCCCNC(=O)c1ccc2c(=O)n(Cc3ccc4c(c3)OCO4)c(=S)[nH]c2c1	2	-8	-2	-8	12	-4	3	-2	-1
COc1ccccc1C(=O)OCc1cc(=O)n2ccsc2n1	12	-2	nt	nt	nt	nt	6	nt	-2
COc1cc(/C=C/C(=O)OCC(=O)N2CC(=O)Nc3ccccc32)ccc1O	-3	3	4	1	2	3	6	-8	-2
COc1cc(S(=O)(=O)Nc2ccccn2)ccc1F	12	7	2	11	-8	1	4	-12	2
CC(C)Oc1ccc(/C=C(/NC(=O)c2ccccc2)C(=O)NC(Cc2ccccc2)C(=O)O)cc1 (stereo unspecified)	2	1	-1	-4	1	-1	4	-11	-5
COc1ccc(N(CC(=O)NCc2ccc(F)cc2)C(=O)c2snc(C(N)=O)c2N)cc1OC	3	-1	8	-3	9	1	1	-2	-3
CSc1nc(Oc2ccc(F)cc2F)cc(C(F)(F)F)n1	5	7	0	6	-7	-3	4	-2	-4
CSc1ccccc1NC(=O)c1cc(-c2cccs2)on1	6	-6	0	22	10	-6	4	16	0
CCOC(=O)c1c(C)[nH]c(C(=O)OC(C)C(=O)Nc2ccccc2OC)c1C (stereo unspecified)	4	-11	-11	-11	-2	-11	6	8	0
COc1ccccc1N1C(=O)N(C(C)=O)C2C1Nc1ccccc1N2C (stereo unspecified)	26	21	4	-6	18	3	17	-3	-5
CCCCNC(=O)Nc1ccon1	0	5	6	2	-3	0	2	11	2
CCS(=O)(=O)c1ccc(C(=O)Nc2ccccc2)c(Cl)c1Cl	1	-9	2	4	-6	2	5	0	-7
CCOCCSc1nc2c(c(=O)[nH]c(=O)n2C)n1CCCc1ccccc1	5	1	-5	-1	-1	3	-4	7	2
Cc1cc(Cl)c(S(=O)(=O)N2CCCCCC2)cc1OCC(=O)NC1CCCCC1	-10	-5	-8	15	-8	1	-1	9	1
COc1ccc(-n2c(O)c(/C=N/NS(=O)(=O)c3cccc([N+](=O)[O-])c3)c3ccccc3c2=O)cc1OC	1	-44	-5	6	-19	-4	-16	1	-12

Other structures follow:
SMILES	PREPL inhibitor	PAFAH2 FP inh	LYPLA2 counter	ZTA counter	GSTO1 counter	LYPLA1 inh	PAFAH1B3 inh	EBNA-1 inh	PAD4 inh
Cc1cc(OCC(=O)C(C)(C)C)c2c(C)c(C)c(=O)oc2c1	0	-6	-1	3	-5	-2	7	-3	0
COC(=O)c1ccc(CNC(=O)CCNC(=O)c2ccco2)cc1	14	-4	7	-4	nt	5	6	nt	1
COc1ccccc1Oc1coc2c(CN(C)C)c(O)ccc2c1=O	14	4	-5	-5	8	-3	1	7	-1
CC(C)c1ccc(NC(=S)NN(c2ccccc2)c2ccccc2)cc1	12	0	-9	-1	-2	0	-3	-9	4
CC(OC(=O)CCCNC(=O)c1ccc(Cl)cc1)C(=O)N(C)Cc1ccccc1 (stereo unspecified)	13	1	4	-6	5	1	6	-9	4
COC(=O)NC1CSCC1OC(=O)CN1C(=O)c2ccccc2C1=O (stereo unspecified)	5	7	3	-1	-5	-1	4	-14	0
Cc1ccoc1C(=O)Nc1ccc2ccccc2c1	-15	2	3	1	2	0	5	0	-3
O=C(Nc1ccccc1Cl)NC1(C(=O)N2CCOCC2)CCCCC1	-2	9	-2	-16	-1	0	-1	3	3
COn1c(=O)c(=O)n(OC)c2ccccc21	0	7	2	15	5	3	3	-7	8
O=C(CNC(=O)c1[nH]cnc1C(=O)N[C@@H](Cc1ccccc1)C(=O)OCc1ccccc1)OCc1ccccc1	-11	-30	-50	18	-11	-26	-21	10	5
O=C(COC(=O)/C=C/c1cccc(F)c1)NC1CCCCCC1	33	82*	nt	nt	nt	nt	8	nt	-2
Cc1ccc(C(=O)N2CCc3ccccc3C2)cc1S(=O)(=O)N1CCOCC1	21	3	6	-7	1	1	11	7	-3
O=C(COC(=O)c1cc([N+](=O)[O-])ccc1NCc1ccccc1)NCc1ccccc1Cl	-10	-6	4	3	0	-4	6	3	-1
CSCCC(NS(=O)(=O)c1ccccc1F)C(=O)NCC(c1ccc(F)cc1)N1CCOCC1 (stereo unspecified)	20	-3	-2	2	12	2	6	-10	-3
Cc1ccccc1OCC(=O)NCCCNC(=O)c1ccco1	0	1	4	-11	4	0	5	5	-4

Screening results (PubChem)

A portion of the library; rates above refer to the full screens.
